# Hsp90 inh: displaces geldanamycin probe from tumor Hsp90; P07900; NCI-N417 lysate Hsp90, Cy3B-geldanamycin FP displacement; inhibition, % at 30 µM; hit rate 0.35% among 64,000;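 active = inhibition above 50%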;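 also: 0% = tracer plus lysate wells and 100% = tracer alone without lysate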
# * = called active by the depositor; & = joins results of further samples.
# Start of the data: the first six entries (preview)
Clc1ccc(N2CC3CCC(C2)N3)nn1
  Hsp90 inh: -2

Cn1cnc(CCN)c1
  Hsp90 inh: 0

COc1ccc2[nH]c(C[N+](C)(C)C)cc2c1
  Hsp90 inh: -2

c1ccc(C2CC2)c(OCC2=NCCN2)c1
  Hsp90 inh: 1

NCC(O)c1cc(O)c(O)cc1F (stereo not given)
  Hsp90 inh: 47

CCCN(CCC)CCc1ccc(O)c(O)c1
  Hsp90 inh: 39

# The listing, repeating the preview:
Clc1ccc(N2CC3CCC(C2)N3)nn1
  Hsp90 inh: -2

Cn1cnc(CCN)c1
  Hsp90 inh: 0

COc1ccc2[nH]c(C[N+](C)(C)C)cc2c1
  Hsp90 inh: -2

c1ccc(C2CC2)c(OCC2=NCCN2)c1
  Hsp90 inh: 1

NCC(O)c1cc(O)c(O)cc1F (stereo not given)
  Hsp90 inh: 47

CCCN(CCC)CCc1ccc(O)c(O)c1
  Hsp90 inh: 39

COc1ccc2[nH]cc(CCN)c2c1
  Hsp90 inh: 2

C[N+]1(C)CCC(OC(=O)C(c2ccccc2)c2ccccc2)CC1
  Hsp90 inh: 0

CCCN(CCC)C1CCc2ccc(O)cc2C1 (stereo not given)
  Hsp90 inh: -2

CO[C@H]1CC=C2CCN3CCC4=C(CC(=O)OC4)[C@]23C1
  Hsp90 inh: -1

NC(=O)c1cc(N2CC2)c([N+](=O)[O-])cc1[N+](=O)[O-]
  Hsp90 inh: 1

NC(=O)CI
  Hsp90 inh: 1

COC(=O)[C@@H](N)CCCN=C(N)N[N+](=O)[O-]
  Hsp90 inh: -2

C/C=C(/C)C(=O)O[C@H]1C(C)=C2[C@H]([C@@H]1OC(=O)CCCCCCC)[C@@](C)(OC(C)=O)C[C@H](OC(=O)CCC)[C@@]1(O)[C@H]2OC(=O)[C@@]1(C)O
  Hsp90 inh: 1

NC(=O)CN1CCCC1=O
  Hsp90 inh: -3

O=C(OC1CCN(CCCl)CC1)C(c1ccccc1)c1ccccc1
  Hsp90 inh: -1

CC12CCC3C(CCC4=C(O)C(=O)CCC43C)C1CCC2=O (stereo not given)
  Hsp90 inh: -1

COc1ccc2c(c1OC)C(=O)O[C@H]2[C@@H]1c2cc3c(cc2CCN1C)OCO3
  Hsp90 inh: -2

OC1CCCCC1N1CCC(c2ccccc2)CC1 (stereo not given)
  Hsp90 inh: 2

C=CCN1CCC23c4c5ccc(O)c4O[C@H]2C(=O)CC[C@@]3(O)C1C5 (stereo not given in full)
  Hsp90 inh: 0

N[C@@H](CCl)C(=O)O
  Hsp90 inh: 2

NC(Cc1ccc(N(CCCl)CCCl)cc1)C(=O)O (stereo not given)
  Hsp90 inh: -3

Cc1nccc2c1[nH]c1ccccc12
  Hsp90 inh: -2

C=CCN1CC[C@]23CCCCC2[C@H]1Cc1ccc(O)cc13 (stereo not given in full)
  Hsp90 inh: -3

O=S1(=O)N(CCN2CC=C(c3c[nH]c4cc(F)ccc34)CC2)c2cccc3c2N1CCC3
  Hsp90 inh: -2

O=[N+]([O-])c1ccc(O[C@@H]2O[C@H](CO)[C@@H](O)[C@H](O)[C@H]2F)c([N+](=O)[O-])c1
  Hsp90 inh: 1

C=CCN1CCC2(C)c3cc(O)ccc3CC1[C@@H]2C (stereo not given in full)
  Hsp90 inh: -4

NC(CCP(=O)(O)O)C(=O)O (stereo not given)
  Hsp90 inh: -1

NC(CP(=O)(O)O)C(=O)O (stereo not given)
  Hsp90 inh: 1

N#CC(C#N)=Cc1ccc(O)c(O)c1
  Hsp90 inh: 63*

C[C@]12Cc3cn4c(nc3C=C1CCC1C2CC[C@@]2(C)[C@H]1CC[C@@]2(O)C#N)nc1ccccc14 (stereo not given in full)
  Hsp90 inh: -2

C[C@]12CC[C@H](OS(=O)(=O)O)CC1=CC[C@@H]1[C@@H]2CC[C@]2(C)C(=O)CC[C@@H]12
  Hsp90 inh: -4

COc1ccc(-n2nc(C(F)(F)F)cc2-c2ccc(Cl)cc2)cc1
  Hsp90 inh: 2

NN=C(N)N
  Hsp90 inh: -2&1

c1ccc2c(N3CCNCC3)cccc2c1
  Hsp90 inh: -2

O=C(O)[C@@H]1CCN1
  Hsp90 inh: -4

O=C(O)CC[N+](=O)[O-]
  Hsp90 inh: -2

C[N+]1(C)C2CCC1CC(OC(=O)c1c[nH]c3ccccc13)C2 (stereo not given)
  Hsp90 inh: 2

CN[C@@H](C)[C@H](O)c1ccccc1
  Hsp90 inh: 0

NC(N)=Nc1ccc2[nH]c3c(c2c1)C[C@@]1(O)[C@H]2Cc4ccc(O)c5c4[C@@]1(CCN2CC1CC1)[C@H]3O5
  Hsp90 inh: 7

COc1ccc(CNC(=O)/C=C/c2ccc3[nH]cc(CCN(C)C)c3c2)cc1
  Hsp90 inh: -5

CC(Cc1ccc(OCC(=O)O)cc1)NCC(O)c1cccc(Cl)c1 (stereo not given)
  Hsp90 inh: 0

S=C=Nc1cccc(C2(N3CCCCC3)CCCCC2)c1
  Hsp90 inh: 2

COc1ccc2c(c1)[C@@]13CCCC[C@H]1[C@@H](C2)NCC3
  Hsp90 inh: 0

CC[C@@]1(O)C(=O)OCc2c1cc1n(c2=O)Cc2cc3ccccc3nc2-1
  Hsp90 inh: -2

CC(N)Cc1c[nH]c2ccc(O)cc12 (stereo not given)
  Hsp90 inh: 3

# Pulled by structure from the entries so far:
c1ccc2c(N3CCNCC3)cccc2c1
  Hsp90 inh: -2

CC(Cc1ccc(OCC(=O)O)cc1)NCC(O)c1cccc(Cl)c1 (stereo not given)
  Hsp90 inh: 0

C[C@]12CC[C@H](OS(=O)(=O)O)CC1=CC[C@@H]1[C@@H]2CC[C@]2(C)C(=O)CC[C@@H]12
  Hsp90 inh: -4

NN=C(N)N
  Hsp90 inh: -2&1

COC(=O)[C@@H](N)CCCN=C(N)N[N+](=O)[O-]
  Hsp90 inh: -2

C[C@]12Cc3cn4c(nc3C=C1CCC1C2CC[C@@]2(C)[C@H]1CC[C@@]2(O)C#N)nc1ccccc14 (stereo not given in full)
  Hsp90 inh: -2

# Compound activity: PubChem BioAssay, Emory University Molecular Libraries Screening Center

# The list is partial. The share of hits here may be higher or lower than overall.
